Assay outcomes (PubChem)
N-glyco inh: blocks N-linked glycosylation in D54 reporter cells. D54 ERlucT glycosylation luciferase reporter, 24 h; percent of 100 nM tunicamycin response. reporter increase, % at 12.5 µM. 0.23% of 360,000 active;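 active = mean luciferase reporter signal, scaled so untreated is 0 and the glycosylation-blocking control 100, at or above a set limit in every replicate; inconclusive = mean reaches the limit but not every replicate does; inactive = mean below the limit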;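 also: luciferase carries N-glycosylation sites so blocking glycosylation raises the light; 0% = median of neutral control wells and 100% = median of 100 nM tunicamycin wells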
CaV13 ICDI inh: Primary screen for inhibitors of IQ motif and Ca2+-dependent inactivation inhibitor domain binding in CACNA1D, Förster resonance energy transfer in living cells, …. inhibition, % at 12.3 µM. 0.098% of 340,000 active. HEK cells, CFP/YFP FRET ICDI-IQ, plate reader, 10 min; percent FRET-ratio fall versus neutral wells;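 active = mean replicate inhibition of at least 30% and at least 1% of replicates passing that level; inconclusive = only one of the two criteria is met; inactive = neither criterion is met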;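 also: 0% = median of the neutral control wells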
ABCB6 inh MLPCN: blocks the human ABCB6 transporter | K562-ABCB6 porphyrin accumulation, flow cytometry, 1 h; stronger effect = lower value | fluorescence ratio to DMSO, % at 10 µM | 0.19% of 360,000 active;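 active = fluorescence ratio to DMSO below 75%, the collection mean minus 3 SD; inconclusive = too few cells collected in the well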;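 also: signal is porphyrin accumulated inside mitochondria; 100% equals median channel fluorescence of DMSO control wells; lower ratio means ABCB6 inhibition with less porphyrin fluorescence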
ABHD5 PLIN5 PPI: inhibitors of human ABHD5-perilipin-5 interaction | 0.78% of 360,000 active | inhibition, % at 4 µM | Q00G26+Q8WTS1 | Split G. princeps luciferase complementation, luminescence, 4 h;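 active = inhibition above the mean inhibition across every tested compound plus 3 SD, cut at about 22% in these data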;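 also: 0% = DMSO only wells and the 100% control is not disclosed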
Exocytosis inh: blocks lytic granule exocytosis; TALL-104 LAMP-1 surface exposure, flow cytometry; cells stimulated with thapsigargin and PMA; inhibition, % at 10 µM; 0.66% of 360,000 active; AID 651702;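 active = inhibition above about 55%, limit read from the data; inconclusive = no clear call, values can overlap the other calls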
HTR2A ag: activates the mouse 5-HT2A serotonin receptor; CHO-K1 mHTR2A beta-arrestin complementation, luminescence; percent of 30 µM serotonin response; P35363; AID 624169; activation, % at 7.6 µM; 0.66% of 360,000 active;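 active = activation above a run cutoff, the mean activation of all tested compounds plus 3 SD, cut at about 14% in these data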;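 also: 0% = plate median of compound wells and 100% = 30 µM serotonin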
Target sequence (P35363 whole entry, looked up): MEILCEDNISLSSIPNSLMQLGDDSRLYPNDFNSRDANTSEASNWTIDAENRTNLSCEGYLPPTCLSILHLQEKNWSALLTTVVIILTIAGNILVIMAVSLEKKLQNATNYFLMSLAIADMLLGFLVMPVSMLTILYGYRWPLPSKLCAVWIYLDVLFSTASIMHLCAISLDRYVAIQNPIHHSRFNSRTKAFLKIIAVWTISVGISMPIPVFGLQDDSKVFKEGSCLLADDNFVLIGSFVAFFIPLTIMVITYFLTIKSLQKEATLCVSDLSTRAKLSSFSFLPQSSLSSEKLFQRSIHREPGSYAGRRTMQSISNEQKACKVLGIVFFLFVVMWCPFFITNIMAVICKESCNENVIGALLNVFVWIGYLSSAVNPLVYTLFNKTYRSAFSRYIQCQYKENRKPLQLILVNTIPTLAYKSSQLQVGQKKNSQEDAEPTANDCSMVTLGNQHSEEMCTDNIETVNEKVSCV
PDI turbidity: blocks human protein disulfide isomerase activity; PDI insulin aggregation turbidity, A650, 90 min; inhibition, % at 10 µM; 0.052% of 350,000 active;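 active = mean inhibition across replicates of 30% or more, whatever share of single replicates reach that level; inconclusive = mean inhibition below 30% while every single replicate reaches 30%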;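 also: absorbance from insulin aggregation driven by PDI reduction with DTT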
Target sequence (P07237 whole entry, looked up): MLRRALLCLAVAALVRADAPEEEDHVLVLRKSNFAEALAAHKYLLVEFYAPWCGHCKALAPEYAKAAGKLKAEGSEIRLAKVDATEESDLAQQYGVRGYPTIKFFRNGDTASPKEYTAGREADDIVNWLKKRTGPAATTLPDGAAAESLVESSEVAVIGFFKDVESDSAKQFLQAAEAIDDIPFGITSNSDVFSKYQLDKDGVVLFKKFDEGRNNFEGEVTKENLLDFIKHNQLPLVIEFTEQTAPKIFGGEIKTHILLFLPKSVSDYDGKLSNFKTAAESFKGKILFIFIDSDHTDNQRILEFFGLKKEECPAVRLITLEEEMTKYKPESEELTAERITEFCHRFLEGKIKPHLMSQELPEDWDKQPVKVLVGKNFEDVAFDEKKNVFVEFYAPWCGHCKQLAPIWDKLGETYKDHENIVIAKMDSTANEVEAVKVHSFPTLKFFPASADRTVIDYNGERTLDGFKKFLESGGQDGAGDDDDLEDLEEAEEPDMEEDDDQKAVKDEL
MC4R antagonist: human MC4R antagonism in cAMP assay | P32245 | MC4R-expressing cells, MTII-stimulated cAMP, LANCE TR-FRET | inhibition, % at 6.5 µM | 0.48% of 360,000 active | AID 540295;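 active = inhibition above its plate's cutoff, the mean of tested wells on that plate plus 3 SD, cut at about 29% in these data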;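 also: 0% = Melanotan II alone and 100% = Melanotan II plus saturating MCL0020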
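Assay system: human MC4R-expressing U2OS cells; reagent: Melanotan II stimulation of cells; dosing: 6.5 µM single dose; timing: compound 30 min, challenge 1 h, detection 1 h; signal: TR-FRET cAMP assay; replicates: one well per compound, no replicates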
MC4R barr agon: activates human MC4R beta-arrestin recruitment; U2OS MC4R beta-arrestin complementation, luminescence; percent of melanotan II response, DMSO zero; activation, % at 8.9 µM; 0.98% of 360,000 active;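 active = activation above a per-plate cutoff, the mean activation of sample wells on that plate plus 3 SD, cut at about 8% in these data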
H9c2 protect: protects H9c2 cardiomyocytes from peroxide injury; H2O2 injury protection, ATPLite, 2 h; 0.63% of 360,000 active; AID 588492; protection from H2O2 cell death, % at 20 µM;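 active = compounds giving at least 50% protection of heart cells from peroxide-induced death in the single-dose screen, raw or plate-pattern-corrected value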;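 also: 0% = DMSO wells with peroxide and 100% = DMSO wells without peroxide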
An asterisk follows results filed as active; ? = inconclusive; / = not tested or not shown. Rows are unselected; about 4.2% have a hit in one of these screens.

The line under a structure holds: N-glyco inh | CaV13 ICDI inh | ABCB6 inh MLPCN | ABHD5 PLIN5 PPI | Exocytosis inh | HTR2A ag | PDI turbidity | MC4R antagonist | MC4R barr agon | H9c2 protect
1) COc1cccc(-n2nnc3c(=O)n(Cc4cccc(C)c4)cnc32)c1
 : 5 | -7 | 97 | 7 | -5 | -6 | -3 | 1 | 1.8 | 7
2) Cc1cc(C(=O)OCC(=O)NC(=O)NC(C)(C)C)c(C)o1
 : 0 | / | 108 | 0 | -1 | 0 | 6 | 3 | -0.7 | 7
3) CNC(=S)N/N=C/c1ccc(-c2ccc(Cl)c([N+](=O)[O-])c2)o1
 : 0 | -4 | 105 | 0 | -4 | -3 | 1 | -16 | 4.1 | 21
4) O=C(CC1(O)C(=O)N(Cc2cccc3ccccc23)c2ccccc21)c1cccnc1 (centres undefined)
 : 3 | -7 | 103 | 2 | 6 | -6 | -2 | -15 | -1.6 | -6
5) COc1ccc2sc(N3C(=O)C4CC=C(C)CC4C3=O)nc2c1 (centres undefined)
 : 1 | / | 98 | 2 | 1 | 4 | 6 | 6 | 1.1 | 6
6) CCNC(=S)N(Cc1c(C)noc1C)c1ccccc1
 : -2 | -5 | 101 | 15 | -2 | 0 | 1 | -2 | 3.3 | 1
7) COc1ccc(CCN2CC(C(=O)N(C)CCc3cn[nH]c3)CCC2=O)cc1 (centres undefined)
 : 1 | -2 | 98 | -2 | -1 | 4 | 0 | -5 | -3.9 | -2
8) Cc1ccc(C(=O)N2CCN(c3ccc([N+](=O)[O-])c(NCc4cccnc4)c3)CC2)cc1
 : -1 | -5 | 103 | 8 | -5 | -4 | -7 | 5 | 1.6 | 14
9) O=C(O)[C@H](Cc1ccccc1)NC(=O)N1CCN(c2cccc(C(F)(F)F)c2)CC1
 : 1 | -5 | 100 | 2 | 2 | 13 | 13 | 0 | -2.9 | 2
10) O=C(NC1CCOCC1)C1CCC(=O)N(Cc2ccc(Cl)cc2)C1 (centres undefined)
 : -8 | -3 | 98 | 11 | -2 | 6 | 3 | 7 | 0.4 | -2
11) CCOc1cc(C#N)c(NC(=O)c2ccnn2C)cc1OCC
 : 3 | -2 | 93 | 10 | -2 | 0 | / | 9 | -1.6 | 0
12) Cc1ccccc1CNC(=O)CN(c1ccccc1Cl)S(C)(=O)=O
 : 0 | -4 | 100 | -7 | 4 | 2 | 10 | 2 | -1.2 | 6
13) OCCN(CCCn1c(-c2ccncc2)nc2ccccc21)c1nc(CN2CCCCC2)cs1
 : 2 | -5 | 96 | 0 | -8 | -2 | 11 | -1 | -1.4 | 4
14) CCC(=O)c1ccc(OCC(=O)N(CC)CC2COc3ccccc3O2)cc1 (centres undefined)
 : 0 | -6 | 101 | -2 | -12 | 7 | 1 | 11 | -0.5 | 6
15) CCN(CC)S(=O)(=O)c1ccc(C(=O)N2CCN=C2SC)cc1
 : -1 | -2 | 100 | 2 | 8 | 4 | / | 0 | 0.9 | -3
16) Cc1ccc(CN(C)C(=O)CCNC(=O)c2ccc(Cl)cc2)o1
 : 2 | -11 | 97 | -10 | ? | -2 | -2 | 8 | 0.9 | 1
17) O=C1CC(c2ccncc2)c2cc3c(cc2N1)OCO3 (centres undefined)
 : 2 | 0 | 100 | -4 | 3 | -4 | 6 | -5 | -1.4 | -3
18) CCOC(=O)CSc1nsc(SCC(=O)OCC)c1C#N
 : 0 | -5 | 99 | 2 | -3 | 2 | 1 | 11 | -2.7 | -20
19) COc1ccccc1N(CC(=O)N1CCCCC1C)S(=O)(=O)c1ccc(Cl)cc1 (centres undefined)
 : 0 | -5 | 90 | 0 | -2 | 3 | 3 | 5 | -2.2 | -2
20) COc1cccc2c3cccc(OC)c3c3[nH]cnc3c12
 : ? | -14 | 101 | -5 | 15 | -2 | 17 | 2 | 0.1 | -13
21) CCN1CCN(c2cc(C)c3cc(NC(=S)N4CCOCC4)ccc3n2)CC1
 : -3 | -5 | 96 | 6 | 2 | 2 | 1 | 1 | -0.5 | 1
22) CCOC(=O)C1=C(COc2ccccc2)NC(=O)NC1c1ccc(Br)cc1 (centres undefined)
 : -1 | -4 | 95 | 0 | -3 | 1 | -9 | 4 | 0.8 | -4
23) Cc1cc(O)c2c(c1O)C(=O)[C@]13C(=C2O)C(=O)[C@@H]2[C@@H](O)[C@H]1[C@@H]1[C@H](O)[C@H]3C(=O)C3=C(O)c4c(O)cc(C)c(O)c4C(=O)[C@]312
 : -3 | / | 266 | -2 | 7 | 10 | / | 12 | 1.1 | -9
24) COc1ccc(-c2nc(CSCC(=O)N3CCN(c4cccc(C)c4)C(C)C3)c(C)o2)cc1OC (centres undefined)
 : -6 | 0 | 97 | 3 | 3 | 14 | / | 9 | 0.5 | 4
25) O=C(O)c1ccc(-c2noc(-c3cccc(Cl)c3)n2)cc1
 : 4 | -6 | 100 | -3 | -4 | 3 | -7 | 3 | 0.0 | 4
26) CCCn1c(C)cc(-c2csc(NC(=O)CCc3nc4ccccc4c(=O)[nH]3)n2)c1C
 : 2 | -8 | 105 | -14 | -2 | -6 | -1 | 4 | -1.9 | 3
27) O=C(CSc1ccsc1[N+](=O)[O-])N1CCCCC1
 : 0 | -7 | 92 | 1 | -1 | 7 | 3 | 17 | 0.4 | -2
28) CCCNC(=O)c1noc2c1CCc1cc(OC)ccc1-2
 : -9 | -4 | 95 | -13 | -1 | 4 | -1 | -3 | -3.0 | -3
29) Cc1ccc(C2CC(c3ccc(NS(C)(=O)=O)cc3)=NN2C(=O)c2ccco2)cc1 (centres undefined)
 : 1 | -4 | 100 | 4 | 2 | 0 | 0 | 16 | 2.9 | 1
30) CCCCOc1ccc(S(=O)(=O)Nc2ccc(NC(C)=O)cc2)cc1
 : -2 | -6 | 97 | 1 | 2 | -2 | -9 | 19 | 1.7 | -14

Ordered by SMILES length (highest first): 9 of the compounds above
The line under a structure holds: N-glyco inh | CaV13 ICDI inh | ABCB6 inh MLPCN | ABHD5 PLIN5 PPI | Exocytosis inh | HTR2A ag | PDI turbidity | MC4R antagonist | MC4R barr agon | H9c2 protect
24) COc1ccc(-c2nc(CSCC(=O)N3CCN(c4cccc(C)c4)C(C)C3)c(C)o2)cc1OC (centres undefined)
 : -6 | 0 | 97 | 3 | 3 | 14 | / | 9 | 0.5 | 4
4) O=C(CC1(O)C(=O)N(Cc2cccc3ccccc23)c2ccccc21)c1cccnc1 (centres undefined)
 : 3 | -7 | 103 | 2 | 6 | -6 | -2 | -15 | -1.6 | -6
19) COc1ccccc1N(CC(=O)N1CCCCC1C)S(=O)(=O)c1ccc(Cl)cc1 (centres undefined)
 : 0 | -5 | 90 | 0 | -2 | 3 | 3 | 5 | -2.2 | -2
1) COc1cccc(-n2nnc3c(=O)n(Cc4cccc(C)c4)cnc32)c1
 : 5 | -7 | 97 | 7 | -5 | -6 | -3 | 1 | 1.8 | 7
10) O=C(NC1CCOCC1)C1CCC(=O)N(Cc2ccc(Cl)cc2)C1 (centres undefined)
 : -8 | -3 | 98 | 11 | -2 | 6 | 3 | 7 | 0.4 | -2
16) Cc1ccc(CN(C)C(=O)CCNC(=O)c2ccc(Cl)cc2)o1
 : 2 | -11 | 97 | -10 | ? | -2 | -2 | 8 | 0.9 | 1
25) O=C(O)c1ccc(-c2noc(-c3cccc(Cl)c3)n2)cc1
 : 4 | -6 | 100 | -3 | -4 | 3 | -7 | 3 | 0.0 | 4
20) COc1cccc2c3cccc(OC)c3c3[nH]cnc3c12
 : ? | -14 | 101 | -5 | 15 | -2 | 17 | 2 | 0.1 | -13
17) O=C1CC(c2ccncc2)c2cc3c(cc2N1)OCO3 (centres undefined)
 : 2 | 0 | 100 | -4 | 3 | -4 | 6 | -5 | -1.4 | -3

Following part.
The line under a structure holds: N-glyco inh | CaV13 ICDI inh | ABCB6 inh MLPCN | ABHD5 PLIN5 PPI | Exocytosis inh | HTR2A ag | PDI turbidity | MC4R antagonist | MC4R barr agon | H9c2 protect
31) CCOC(=O)c1c(C)nc2ccccn12
 : -1 | -8 | 92 | 7 | -1 | 1 | -2 | 2 | -0.9 | 3
32) O=C(OCC(=O)N1N=C(c2ccc(Cl)cc2)CC1c1ccco1)c1cccnc1 (centres undefined)
 : 2 | -4 | 110 | 49* | 11 | 11 | -15 | 11 | 0.4 | -12
33) CC(=O)Nc1ccc(Nc2ccccc2)cc1
 : -1 | -7 | 95 | -8 | 1 | 1 | -1 | 20 | -0.5 | -6
34) Clc1ccc2nc(N3CCN(c4ccccc4)CC3)sc2c1
 : -11 | -4 | 96 | -1 | -2 | 4 | -12 | -1 | 0.2 | -5
35) COc1cccc(OC)c1C(=O)Nc1ccc(CN2CCCCC2)cc1
 : -2 | -5 | 104 | 2 | 1 | 0 | 7 | 2 | -0.7 | -2
36) CCCCC(=O)N1CC2(C)CN(C(=O)CCCC)CC(C)(C1)C2=O
 : -1 | / | 97 | -5 | 0 | 0 | 0 | 0 | 0.3 | 3
37) COc1ccc(CC(=O)NCCCSc2ccccc2)cc1OC
 : -1 | -6 | 94 | 1 | 0 | -7 | -5 | -8 | -3.3 | 1
38) CCCCOc1ccc(-c2nc(SCC(N)=O)n[nH]2)cc1
 : 0 | -6 | 98 | -3 | 1 | 5 | -1 | -3 | -2.5 | -3
39) Cc1ccc([N+](=O)[O-])cc1NC(=O)c1cccs1
 : 1 | -2 | 101 | 4 | -1 | 4 | -4 | 7 | -0.4 | 3
40) COc1cc(CNC(C)(C)CO)cc(Br)c1OCc1ccccc1
 : 2 | -5 | 95 | 2 | -3 | -4 | -3 | 3 | -2.2 | 2
41) O=C(NC1CCCC1)C(c1ccccn1)N(C(=O)c1csnn1)c1ccccc1 (centres undefined)
 : 5 | -3 | 97 | -4 | -3 | -2 | 0 | 5 | -0.8 | 7
42) O=C(NNc1cccc(Cl)n1)C1CC1
 : 3 | -4 | 97 | 4 | 3 | 5 | 8 | 4 | -1.1 | -3
43) COc1ccc(C)cc1-n1nnnc1SCn1nnc2ccccc2c1=O
 : -1 | -5 | 95 | -2 | 2 | 6 | 8 | 10 | 0.1 | -12
44) COC(=O)c1ccc(Nc2c([N+](=O)[O-])ccc3nonc23)cc1
 : 3 | -21 | 116 | -3 | 3 | 6 | -4 | -11 | 1.8 | -2
45) O=C(O)COc1ccc(Br)cc1CP(=O)(c1ccccc1)c1ccccc1
 : 0 | -8 | 101 | -1 | 0 | -2 | 0 | 5 | -2.8 | 6
46) CC1(C)Cc2cccc(OCC(=O)NCc3cccs3)c2O1
 : -1 | -4 | 102 | 1 | -1 | 14 | -8 | 3 | 0.5 | 0
47) Cc1ccc([N+](=O)[O-])cc1S(=O)(=O)N(C(=O)c1ccncc1)c1ccc2oc3c(c2c1)CCCC3
 : 0 | -2 | 95 | 21 | -4 | -1 | -8 | 4 | 3.6 | -2
48) CCOc1ccc(C(=O)NCC2CCCN2S(=O)(=O)c2cccs2)cc1 (centres undefined)
 : -1 | -7 | 86 | 2 | 4 | -1 | 5 | -9 | -2.8 | -7
